# BoNT-F LC inh – blocks Botulinum neurotoxin F light chain protease. Multiplex microsphere protease cleavage assay, flow cytometry. inhibition, % at 10 µM. 0.22% of 360,000 active; in the data active means inhibition above about 35%, passing the limit was not always enough; further: plate controls were buffer without enzyme for full effect and enzyme alone for no effect
# GDH-TPI counter – inhibits GDH-TPI coupling enzymes, artifact for Mtb FBA screen; GDH-TPI coupled enzyme counterscreen, NADH absorbance; 1.2% of 360,000 active; inhibition, % at 4.8 µM; in the data active means inhibition above about 30%;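 further: 0% = DMSO wells and 100% = wells lacking the enzyme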
# Rv3671c inh – Rv3671c (M. tuberculosis) protease inhibition. P9WHR9. inhibition, % at 5.96 µM. 0.048% of 320,000 active; in the data active means inhibition above about 38%;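 further: extracellular domain of Rv3671c used as enzyme; 0% = enzyme with DMSO and 100% = no enzyme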
# Mtb UGM inh – blocks M. tuberculosis UGM enzyme | P9WIQ1 | purified UGM, fluorescence polarization probe displacement | inhibition, % at 10 µM | 0.06% of 320,000 active | AID 504406; in the data active means inhibition above about 10%, passing the limit was not always enough
# Target sequence (P9WIQ1 whole entry, looked up): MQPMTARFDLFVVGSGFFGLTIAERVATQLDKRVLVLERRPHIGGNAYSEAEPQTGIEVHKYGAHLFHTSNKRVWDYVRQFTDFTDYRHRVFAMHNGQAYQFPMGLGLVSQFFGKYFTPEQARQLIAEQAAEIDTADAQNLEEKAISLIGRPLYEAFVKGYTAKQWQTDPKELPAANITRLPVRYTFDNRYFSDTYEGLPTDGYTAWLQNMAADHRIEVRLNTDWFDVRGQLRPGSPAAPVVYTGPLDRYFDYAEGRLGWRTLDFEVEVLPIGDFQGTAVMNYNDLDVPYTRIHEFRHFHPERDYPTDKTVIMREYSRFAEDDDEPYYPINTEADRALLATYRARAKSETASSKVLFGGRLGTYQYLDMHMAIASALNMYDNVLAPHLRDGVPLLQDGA
# MazEF act – increases E. coli MazEF RNase cleavage of RNA | P0AE70 | FAM/BHQ RNA-DNA oligo cleavage fluorescence, 5 h | activation, % at 20 µM | 0.32% of 350,000 active; in the data active means activation above about 50%
# Target sequence (P0AE70 whole entry, looked up): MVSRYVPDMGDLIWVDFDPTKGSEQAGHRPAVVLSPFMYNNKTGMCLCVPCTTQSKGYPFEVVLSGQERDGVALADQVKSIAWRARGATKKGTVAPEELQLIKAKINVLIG
# FadD28 binding – M. tuberculosis FadD28 bisubstrate binding inhibition | FadD28 bisubstrate probe binding, fluorescence polarization | AID 588549 | inhibition, % at 12.5 µM | 0.22% of 360,000 active; in the data active means inhibition above about 8.5%, passing the limit was not always enough
# Mtb FBA inh – Mtb fructose-bisphosphate aldolase inhibition; P9WQA3; 2.3% of 360,000 active; purified M. tuberculosis FBA, fluorescence read-out; inhibition, % at 1 µM; in the data active means inhibition above about 27%;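 further: 0% = vehicle and 100% = reference inhibitor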
# Target sequence (P9WQA3 whole entry, looked up): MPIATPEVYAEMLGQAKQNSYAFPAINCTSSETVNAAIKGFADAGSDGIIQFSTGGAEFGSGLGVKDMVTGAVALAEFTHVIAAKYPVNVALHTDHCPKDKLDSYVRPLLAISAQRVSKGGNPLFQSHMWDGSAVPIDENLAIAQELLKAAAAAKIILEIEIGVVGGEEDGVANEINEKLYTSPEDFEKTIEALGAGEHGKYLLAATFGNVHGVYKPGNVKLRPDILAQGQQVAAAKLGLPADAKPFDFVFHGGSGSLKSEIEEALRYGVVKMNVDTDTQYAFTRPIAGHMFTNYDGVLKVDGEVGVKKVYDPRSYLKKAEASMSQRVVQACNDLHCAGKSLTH
# PrPC TRFRET – reduces human prion protein on the cell surface. P04156. AID 720596. cell surface PrPC, TR-FRET read-out. 0.43% of 370,000 active. inhibition, % at 13.8 µM; in the data active means inhibition above about 24%; further: 0% = median of the test wells and 100% = reference compound wells
# BioA inh – inhibitors of Mycobacterium tuberculosis BioA enzyme. AID 602481. purified M. tuberculosis BioA enzyme, plate reader. inhibition, % at 9.99 µM. 0.096% of 360,000 active; in the data active means inhibition above about 40%
# * = called active by the depositor; · = not tested or not shown.
# Sample of the layout (10 entries):
# Short forms: A = BoNT-F LC inh; B = GDH-TPI counter; C = Rv3671c inh; D = Mtb UGM inh; E = MazEF act; F = FadD28 binding; G = Mtb FBA inh; H = PrPC TRFRET; I = BioA inh
Cc1ccc(C(=O)N2c3ccccc3NC(=O)C2C)cc1 (stereo not given)
  A: 0; B: 10; C: 0; D: -0.7; E: 3; F: -2.5; G: 8; H: 11; I: ·

CCCCN(C)C(=O)c1cn(CC)c2ccc(S(=O)(=O)N(C)C)cc2c1=O
  A: -14; B: 17; C: -8; D: -0.3; E: 10; F: 0.0; G: 3; H: -1; I: -2.6

COc1ccccc1CNC(=O)C1(c2ccc(Cl)cc2)CC1
  A: -4; B: -3; C: 1; D: -1.1; E: 0; F: -0.8; G: 0; H: -2; I: ·

COc1ccc(Br)c(C(=O)Nc2ccc(F)cc2)c1
  A: -3; B: -8; C: 3; D: -2.8; E: 2; F: -5.1; G: 0; H: -8; I: ·

O=c1[nH]c2ccccc2n1C1CCN(C(c2ccccc2)c2nnnn2Cc2ccccc2)CC1 (stereo not given)
  A: -32; B: ·; C: ·; D: ·; E: ·; F: -5.4; G: 2; H: 14; I: -0.3

Cc1cccc(C)c1NC(=O)C1(N(Cc2ccco2)C(=O)CC2NC(=O)NC2=O)CCCCC1 (stereo not given)
  A: -12; B: 5; C: 0; D: -3.8; E: 10; F: -0.2; G: 0; H: -5; I: 0.6

CCOc1ccc(NC(=O)CN(C)C(=O)C2CCN(C(=O)Nc3ccccc3)CC2)cc1OCC
  A: -3; B: 5; C: ·; D: ·; E: -2; F: -1.1; G: 4; H: 8; I: -0.5

CN(C)c1ccc(C=NN2C(=O)CSC2=S)c(Cl)c1
  A: 7; B: 36*; C: ·; D: ·; E: -20; F: 0.6; G: -7; H: 7; I: -0.9

COc1ccc(OC)c(NC(=O)NCCN2CCN(c3ccccc3)CC2)c1
  A: 2; B: -6; C: 4; D: 2.6; E: 6; F: -0.8; G: 4; H: -1; I: -1.6

O=C(CSc1ccccc1C(=O)O)c1ccccc1
  A: 5; B: 4; C: 2; D: 0.7; E: 5; F: -4.5; G: -4; H: 0; I: -2.1

# This part in full (from the top)
# Short forms: A = BoNT-F LC inh; B = GDH-TPI counter; C = Rv3671c inh; D = Mtb UGM inh; E = MazEF act; F = FadD28 binding; G = Mtb FBA inh; H = PrPC TRFRET; I = BioA inh
Cc1ccc(C(=O)N2c3ccccc3NC(=O)C2C)cc1 (stereo not given)
  A: 0; B: 10; C: 0; D: -0.7; E: 3; F: -2.5; G: 8; H: 11; I: ·

CCCCN(C)C(=O)c1cn(CC)c2ccc(S(=O)(=O)N(C)C)cc2c1=O
  A: -14; B: 17; C: -8; D: -0.3; E: 10; F: 0.0; G: 3; H: -1; I: -2.6

COc1ccccc1CNC(=O)C1(c2ccc(Cl)cc2)CC1
  A: -4; B: -3; C: 1; D: -1.1; E: 0; F: -0.8; G: 0; H: -2; I: ·

COc1ccc(Br)c(C(=O)Nc2ccc(F)cc2)c1
  A: -3; B: -8; C: 3; D: -2.8; E: 2; F: -5.1; G: 0; H: -8; I: ·

O=c1[nH]c2ccccc2n1C1CCN(C(c2ccccc2)c2nnnn2Cc2ccccc2)CC1 (stereo not given)
  A: -32; B: ·; C: ·; D: ·; E: ·; F: -5.4; G: 2; H: 14; I: -0.3

Cc1cccc(C)c1NC(=O)C1(N(Cc2ccco2)C(=O)CC2NC(=O)NC2=O)CCCCC1 (stereo not given)
  A: -12; B: 5; C: 0; D: -3.8; E: 10; F: -0.2; G: 0; H: -5; I: 0.6

CCOc1ccc(NC(=O)CN(C)C(=O)C2CCN(C(=O)Nc3ccccc3)CC2)cc1OCC
  A: -3; B: 5; C: ·; D: ·; E: -2; F: -1.1; G: 4; H: 8; I: -0.5

CN(C)c1ccc(C=NN2C(=O)CSC2=S)c(Cl)c1
  A: 7; B: 36*; C: ·; D: ·; E: -20; F: 0.6; G: -7; H: 7; I: -0.9

COc1ccc(OC)c(NC(=O)NCCN2CCN(c3ccccc3)CC2)c1
  A: 2; B: -6; C: 4; D: 2.6; E: 6; F: -0.8; G: 4; H: -1; I: -1.6

O=C(CSc1ccccc1C(=O)O)c1ccccc1
  A: 5; B: 4; C: 2; D: 0.7; E: 5; F: -4.5; G: -4; H: 0; I: -2.1

CCN(CC)S(=O)(=O)c1ccc(C)c(NC(=O)CNCCN(C(C)C)C(C)C)c1
  A: 6; B: 7; C: 8; D: -0.6; E: -7; F: -0.8; G: 10; H: 4; I: ·

Cc1ccc(S(=O)(=O)N2CCC(C(=O)N[C@@H](C)C(=O)NCc3ccccc3)CC2)cc1
  A: -5; B: 5; C: 1; D: -3.3; E: 5; F: 0.1; G: 2; H: 0; I: -2.1

O=C(Nc1ccc(-n2cccn2)cc1)C1CCN(Cc2ccsc2)CC1
  A: 5; B: 0; C: 0; D: -0.7; E: 0; F: 1.0; G: 1; H: -12; I: -0.3

CC(=O)c1sc(Nc2cccc3ccccc23)nc1C
  A: -13; B: 27; C: -1; D: -1.2; E: 2; F: -2.3; G: 1; H: -16; I: ·

Cc1ccc(Cn2nnc3c(=O)n(Cc4cccc(C)c4)cnc32)cc1
  A: 1; B: 2; C: -2; D: -0.1; E: -3; F: -1.8; G: 1; H: 5; I: 4.6

CCN(c1ccccc1)S(=O)(=O)c1ccc(C(=O)Oc2ccc(C(C)=O)cc2)cc1
  A: 8; B: 5; C: -4; D: -0.2; E: -5; F: -3.1; G: -4; H: -2; I: 5.2

O=C(COc1ccc(-n2cnnn2)cc1)Nc1ccc(Br)cc1F
  A: 13; B: -28; C: -12; D: -1.0; E: -3; F: 0.5; G: 2; H: 1; I: 0.1

O=C(Nc1ccc(F)c(Cl)c1)C1CCCN(c2cnccn2)C1 (stereo not given)
  A: -2; B: 4; C: -7; D: -1.4; E: 2; F: -2.5; G: 4; H: 4; I: 41*

Cc1cc(CN2CCCC(CNC(=O)c3ccc(F)cc3)C2)cc(C)c1O (stereo not given)
  A: -2; B: -3; C: 6; D: -2.5; E: -9; F: -0.3; G: 1; H: -8; I: ·

CCOC(=O)C1(C)CCN1C(=O)c1ccccc1 (stereo not given)
  A: -3; B: 1; C: ·; D: ·; E: ·; F: -0.6; G: -1; H: 0; I: 0.2

CC1Sc2ccc(S(=O)(=O)CCC(=O)N3CCCCC3)cc2NC1=O (stereo not given)
  A: 0; B: 0; C: -1; D: -0.8; E: 1; F: 0.7; G: 2; H: 11; I: 3.3

CCN1CCN(C(=O)/C(=C/c2cccs2)NC(=O)c2ccc(C)c(C)c2)CC1
  A: -5; B: 14; C: 4; D: -1.4; E: 2; F: -2.2; G: -2; H: -10; I: -2.5

O=C(O)C1CCN(c2ccc(Cl)nn2)CC1
  A: -2; B: 3; C: -1; D: 6.2; E: 1; F: -0.5; G: -1; H: -5; I: ·

C=CCOc1cccc(C2C(C(=O)c3cccs3)=C(O)C(=O)N2Cc2cccnc2)c1 (stereo not given)
  A: -2; B: 3; C: -6; D: -0.6; E: -2; F: 1.1; G: -3; H: -4; I: ·

Cc1ccccc1-n1c(C)c(C#N)c(=O)c(-[n+]2ccccc2)c1[S-]
  A: -4; B: 5; C: -5; D: 1.4; E: -19; F: -3.7; G: -7; H: 5; I: ·

C=CCOC(=O)C1=C(C)NC(C)=C(C(=O)OCC=C)C1c1ccco1
  A: -4; B: 10; C: 9; D: 2.7; E: 7; F: -2.0; G: 3; H: 2; I: ·

CN(C)C=Nc1ncc2c([nH]c3ccccc32)c1C#N
  A: 5; B: 29; C: -5; D: 2.5; E: -5; F: -3.0; G: 2; H: -7; I: 0.7

CN(C)CCNc1ncnc2c1ncn2[C@H]1CN(Cc2ccco2)C[C@@H](CO)O1
  A: -3; B: -4; C: ·; D: ·; E: ·; F: -2.0; G: -3; H: ·; I: -1.0

Cc1c(C(=O)Nc2ccccc2)csc1-c1ccccc1
  A: -9; B: 3; C: -6; D: -0.8; E: 4; F: -2.0; G: 1; H: -2; I: -1.1

Cc1ccc(-c2n[nH]c(=S)n2/N=C/c2cccn2C)cc1
  A: 1; B: 19; C: 0; D: 1.6; E: 5; F: -1.2; G: 0; H: 5; I: ·

Cc1cc(NCCN2CCOCC2)n2c(nc3ccccc32)c1C#N
  A: 6; B: 6; C: -4; D: -1.6; E: 0; F: -2.6; G: 58*; H: -16; I: -0.4

CCN(CC)CCC(c1ccc2c(c1)OCO2)c1c(OC)cc(OC)c2ccc(=O)oc12 (stereo not given)
  A: 1; B: 25; C: 6; D: -4.2; E: 17; F: -1.2; G: 0; H: -17; I: -1.0

CCN1C=C(Cc2cccs2)C2=C(C1)C(c1cccs1)C(C#N)=C(N)O2 (stereo not given)
  A: -2; B: 5; C: -3; D: 0.5; E: -18; F: -6.3; G: 0; H: -7; I: 3.5

O=C(Nc1ccccc1)C1=C(O)CC(c2ccco2)CC1=Nc1ccccc1 (stereo not given)
  A: 5; B: 2; C: 3; D: -5.1; E: -8; F: -2.2; G: 2; H: -10; I: -0.6

CC(=O)Nc1ccc(S(=O)(=O)N2CCC(C(=O)NCCC(=O)Nc3nccs3)CC2)cc1
  A: -4; B: 11; C: 0; D: -0.1; E: -2; F: -1.0; G: 5; H: -1; I: ·

COc1ccc(-n2c(=O)[nH]c3c(C(N)=O)nc(C4CCCCC4)nc32)cc1
  A: -10; B: 1; C: -1; D: 2.2; E: -9; F: -3.7; G: 1; H: -3; I: ·

O=C(NCc1ccc2c(c1)OCO2)c1ccc(S(=O)(=O)N2CCOCC2)cc1
  A: -4; B: -1; C: -11; D: 1.6; E: -1; F: -3.3; G: -1; H: 10; I: ·

CC(NC(=O)C1CCN(S(=O)(=O)N2CCC3(CC2)OCCO3)CC1)c1ccccc1 (stereo not given)
  A: 0; B: -3; C: -5; D: -3.3; E: 0; F: -0.5; G: 5; H: 4; I: ·

CCOc1ccc(NCCC#N)cc1
  A: -1; B: 7; C: 3; D: 0.3; E: 5; F: 3.9; G: 8; H: -4; I: 0.7

CCO[C@@H]1OC(C(=O)NCc2nc3ccccc3[nH]2)=C[C@H](c2cn(C(C)=O)c3ccccc23)[C@H]1CCCO
  A: -10; B: 11; C: -2; D: -1.9; E: 6; F: 0.9; G: 5; H: -2; I: -4.0

C=CCSc1nc2ccccc2n1S(=O)(=O)c1ccc(Cl)cc1
  A: 7; B: 10; C: -3; D: 1.8; E: 2; F: 0.6; G: 0; H: 10; I: -1.0

COc1ccccc1Cc1c(C2CCCCC2)nc2ccc(C)cn12
  A: -5; B: ·; C: ·; D: ·; E: ·; F: -1.1; G: 7; H: 4; I: -5.6

NC(=S)NCc1cccnc1
  A: 9; B: -2; C: 9; D: 0.0; E: 6; F: -2.3; G: 0; H: 4; I: 3.0

CC(=O)Oc1c(/C=C(\C#N)C(N)=O)[nH]c2ccccc12
  A: 1; B: 27; C: ·; D: ·; E: 597*; F: -0.6; G: 4; H: -14; I: -17

O=C(COc1ccc(-n2cnnn2)cc1)Nc1ccc(F)cc1
  A: -2; B: -3; C: 3; D: -0.4; E: -5; F: ·; G: -3; H: 14; I: -1.5

O=C(CSc1ncnc2ccccc12)Nc1cc(S(=O)(=O)N2CCCCC2)ccc1Cl
  A: -10; B: 3; C: -22; D: -3.0; E: 18; F: -2.1; G: 2; H: 20; I: -1.1

Cc1occc1C(=O)N1CCN(C(c2ccccc2)c2ccccc2)CC1
  A: -1; B: -11; C: -7; D: 3.1; E: -11; F: -2.1; G: -4; H: 5; I: ·

CCCCN1CN(Cc2ccco2)CNC1=S
  A: -10; B: 9; C: -1; D: -0.2; E: 6; F: 0.1; G: -2; H: -5; I: ·

O=C(O)C1NCCc2ccccc21 (stereo not given)
  A: 3; B: 2; C: 3; D: -0.4; E: 4; F: -2.5; G: 0; H: -1; I: -0.8

COC(=O)CCCC1=CC2=CC(=O)C(C)(OC(=O)c3cccs3)C(=O)C2=CN1c1ccc(OC)cc1 (stereo not given)
  A: -20; B: 14; C: -3; D: 2.4; E: 6; F: -0.9; G: -4; H: -5; I: 0.6

CCN(CC)c1ccc(C=C2C(=O)OC3(CCCC3)OC2=O)cc1
  A: -12; B: 21; C: -28; D: -2.6; E: -221; F: -1.9; G: 2; H: 3; I: -0.9

CCN(c1ccccc1)S(=O)(=O)c1ccc(OC)c(NS(=O)(=O)c2cccs2)c1
  A: -6; B: 3; C: -2; D: -1.0; E: -1; F: -1.3; G: -1; H: 2; I: ·
